Assay outcomes: PubChem BioAssay, National Center for Advancing Translational Sciences (NCATS)
aSyn yeast inh: qHTS of alpha-syn Inhibitors; Yeast expressing alpha-synuclein, growth rescue, BacTiter-Glo, 24 h; Potency, µM (doses to about 46.1 µM), inactives show at the highest dose growth rescue (activation), usual class: activators; 0.14% of 370,000 active; AID 652106, 2013; also: potency is read from the fitted curve at half-maximal effect; % of control where 0% means no effect; nearly all actives have a fitted effect of over 65% in size
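Readout is rescue of growth in alpha-synuclein-expressing yeast, so inhibitors of toxicity appear as activators. Growth after 24 hr at 30 deg C in galactose medium is quantified by luminescence.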
Mm-Cpn inhibitor: Inhibitors of TCP-1 ring complex (TRiC) of Methanococcus maripaludis (MmCpn): qHTS. Chaperonin Mm-Cpn (Methanococcus maripaludis). purified Mm-Cpn ATPase, ADP Transcreener TR-FRET. Potency, µM (highest dose often 76.9 µM), inactives show at the top dose activity, negative = inhibition, most hits filed as inhibitors. 0.031% of 330,000 active. AID 504842, 2011; also: potency is read from the fitted curve at half-maximal effect; % is scaled to controls: 0 for no effect and ±100 for the full control effect; nearly all actives have a fitted effect of over 80% in size
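ATPase read-out: TR-FRET ADP immunoassay (anti-ADP Eu cryptate vs ADP-d2), ex 320 nm, em 590/665 nm; signal drops as ADP forms. Enzyme 25 nM, ATP 10 uM, 30 min at 37°C after 10 min compound preincubation.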
HEK293 tox: qHTS of GLP-1 Receptor Inverse Agonists: Cytotox Screen; HEK293 cAMP-luciferase reporter cells, luminescence, 24 h; Potency, µM (series often up to 38.3 µM), inactives show top-dose activity change, negative = inhibition, actives largely listed as inhibitors; 0.13% of 410,000 active; AID 624418, 2012;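 also: loss of luciferase light is scored as toxicity; potency is read from the fitted curve at half-maximal effect; % is scaled to controls: 0 for no effect and ±100 for the full control effect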
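Compound-treated cells are incubated 24 hr at 37 deg C under 5% CO2 after a 12 hour attachment period, then luciferase detection reagent is added and luminescence is measured following 12 min at room temperature; lowered signal indicates toxicity.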
Akt phos inh: HTS Assay for Inhibitors of Akt Phophorylation: Primary Screen; Neuro2A IGF-stimulated pAkt S473 HTRF, 20 min; active compounds read low; AID 651550, 2012; activity change, % for hits at 50 µM; 0.32% of 360,000 active; in the data active = activity change below about -80%; inconclusive = mostly about -51% to -80%; also: % is scaled to controls: 0 for no effect and ±100 for the full control effect
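Single-point screen (50 µM final compound) in Neuro2A cells stimulated 20 min with 6 nM IGF at 37 deg C. After lysis, Ser473-phosphorylated Akt read by HTRF (ex 330 nm, em 615/665 nm) as the 665/615 ratio.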
FUS yeast rescue: qHTS for Suppressors of FUS Proteinopathy: Primary screen using FUS-linked yeast assay; S. cerevisiae FUS-expressing, growth rescue, OD600, 24 h; Potency, µM (doses to about 76.6 µM), without a hit: at the highest dose growth rescue (activation), actives largely listed as activators; 0.24% of 390,000 active; AID 1347120, 2019;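 also: potency is read from the fitted curve at half-maximal effect; plate controls were DMSO vehicle for no effect and reference control for full effect; nearly all actives have a fitted effect of over 55% in size; some results filed as inactive show a strong effect at the top dose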
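Cultures pregrown in 2.5% raffinose medium are shifted to minimal medium containing 2% galactose to express toxic FUS. Compounds are tested at several concentrations. After 24hr at 30C, growth is quantified at 600 nm absorbance.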
Abeta yeast res: qHTS for compounds that reverse cellular toxicity of Amyloid beta (A-beta) peptide in yeast: Primary Screen; yeast expressing A-beta42, growth rescue, OD600, 48 h; response scale: 0% DMSO, 100% iron-clioquinol control; Potency, µM (highest dose often 46.1 µM), for inactives: top-dose growth rescue, hits mostly activators; 0.063% of 410,000 active; AID 1347071, 2019; also: potency is read from the fitted curve at half-maximal effect; nearly all actives have a fitted effect of over 55% in size
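Yeast A-beta toxicity model in growth medium with pinned compounds, 48 h at 30 C; growth read as absorbance at 600 nm. Normalized to FeCl3/clioquinol equimolar mix (positive) and DMSO (negative).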
GLP-1R inv ag: qHTS of GLP-1 Receptor Inverse Agonists (Inhibition Mode). Potency, µM (top dose mostly 38.3 µM), inactives show at the highest dose activity change, negative = inhibition, actives largely listed as inhibitors. Glucagon-like peptide 1 receptor (Homo sapiens), P43220. 1.6% of 410,000 active. AID 624417, 2012. HEK293 GLP-1R CRE-luciferase, luminescence, 24 h; GLP-1R form is constitutively active; also: potency is read from the fitted curve at half-maximal effect; % is scaled to controls: 0 for no effect and ±100 for the full control effect; nearly all actives have a fitted effect of over 55% in size
Target sequence (P43220 whole entry, looked up): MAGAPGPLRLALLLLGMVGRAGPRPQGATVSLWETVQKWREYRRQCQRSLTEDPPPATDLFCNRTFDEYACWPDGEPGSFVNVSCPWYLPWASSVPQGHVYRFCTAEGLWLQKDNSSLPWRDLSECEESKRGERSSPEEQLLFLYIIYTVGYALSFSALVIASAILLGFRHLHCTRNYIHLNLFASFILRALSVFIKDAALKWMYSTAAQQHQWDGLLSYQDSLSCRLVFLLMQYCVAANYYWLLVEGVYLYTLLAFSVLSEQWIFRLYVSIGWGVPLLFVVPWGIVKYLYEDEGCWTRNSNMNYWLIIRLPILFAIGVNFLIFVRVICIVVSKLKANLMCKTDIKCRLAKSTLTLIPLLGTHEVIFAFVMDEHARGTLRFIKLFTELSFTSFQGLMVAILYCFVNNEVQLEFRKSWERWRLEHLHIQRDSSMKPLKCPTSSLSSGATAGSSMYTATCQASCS
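GLP-1R inverse agonism mode: basal reporter luminescence in engineered HEK293 cells measured after one day of compound exposure at 37 deg C, with a 12 min room-temperature detection step.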
PTHR1 agonist: qHTS for PTHR1 Agonists: Primary Screen; 0.075% of 410,000 active; HEK293 GP2 PTHR1 cells, GloSensor cAMP luminescence, 1 h; Potency, µM (doses to about 115 µM), inactives show at the highest dose activation, most hits filed as activators; also: potency is read from the fitted curve at half-maximal effect; nearly all actives have a fitted effect of over 55% in size; some results filed as inactive show a strong effect at the top dose; inactives centre near -15; many of its hits are not listed in these tables
Target sequence (Q03431 whole entry, looked up): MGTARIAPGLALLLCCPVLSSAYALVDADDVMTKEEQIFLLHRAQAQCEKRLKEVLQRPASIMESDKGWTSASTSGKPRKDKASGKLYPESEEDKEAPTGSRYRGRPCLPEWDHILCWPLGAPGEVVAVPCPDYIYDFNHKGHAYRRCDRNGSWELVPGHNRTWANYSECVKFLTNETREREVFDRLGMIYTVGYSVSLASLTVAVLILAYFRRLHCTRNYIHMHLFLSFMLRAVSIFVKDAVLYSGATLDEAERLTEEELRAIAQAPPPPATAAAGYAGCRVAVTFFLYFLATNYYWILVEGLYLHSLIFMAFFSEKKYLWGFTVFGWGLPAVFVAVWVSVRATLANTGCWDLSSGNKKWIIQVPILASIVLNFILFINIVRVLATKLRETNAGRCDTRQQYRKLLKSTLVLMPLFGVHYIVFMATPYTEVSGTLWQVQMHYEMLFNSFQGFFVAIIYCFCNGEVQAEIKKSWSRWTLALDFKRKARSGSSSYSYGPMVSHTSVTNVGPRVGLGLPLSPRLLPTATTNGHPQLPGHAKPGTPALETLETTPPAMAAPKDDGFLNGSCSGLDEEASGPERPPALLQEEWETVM
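HEK-293-derived GP2 cells expressing PTHR1 and a GloSensor cAMP reporter, 3,000/well, plated overnight, given luciferin plus IBMX (each 0.5 mM as added) for 1 h at 37 °C, then compound for 1 h at 37 °C. Luminescence was read after 15 min at room temperature.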
TDP-43 yeast inh: qHTS of TDP-43 Inhibitors | TDP-43 expressing yeast growth rescue, BacTiter-Glo, 24 h | Potency, µM (top dose mostly 46.1 µM), for the others: at the top dose growth rescue (activation), most hits filed as activators | 1.8% of 410,000 active | AID 652104, 2013; also: potency is read from the fitted curve at half-maximal effect; % of control where 0% means no effect; nearly all actives have a fitted effect of over 50% in size
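In this qHTS, compounds that restore growth of yeast expressing TDP-43 appear as activators. Cells (OD600=0.02, galactose medium, raffinose-pregrown) are incubated with compound 24 hr at 30 deg C and growth is quantified by BacTiter-Glo.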
The depositor's hits bear a star; i = inactive; ? = inconclusive; . = no result given; & = joins results of further samples; [ ] = dose if it differs, or a comment. Unless noted, calls follow the shape of the dose curve; as a rule, active = well fitted curve in the direction sought with a large enough effect; inconclusive = small, poorly fitted or top-dose-only effect, or another doubt; inactive = no such curve, though single readings can be large; an effect the other way counts as inactive or inconclusive.

SMILES | aSyn yeast inh | Mm-Cpn inhibitor | HEK293 tox | Akt phos inh | FUS yeast rescue | Abeta yeast res | GLP-1R inv ag | PTHR1 agonist | TDP-43 yeast inh
CCc1cccc(N(C)C(N)=Nc2cccc3ccccc23)c1 | -1%&1% | 1% | 6% | i | -46% | -8% | 1% | i | 23%
Cc1ccn2c(NC(=O)c3ccco3)c(-c3ccccc3)nc2c1 | -6% | 2% | 0% | i | 2% | 2% | 63%[activator] | -4%[57.5 µM] | -3%
COCCN(Cc1nnc(-c2cccs2)o1)C(=O)CN1C(=O)NC2(CCCCC2)C1=O | -7% | 2% | -4% | i | 1% | -5% | -10% | -65% | -21%
Cc1sc(NC(=O)CSc2nnc(C)c(=O)[nH]2)c(C#N)c1C | 5% | -1% | 13% | i | 2% | -24% | 19% | -25% | -11%
O=C(N/N=C\c1c(F)c(F)c(F)c(F)c1F)c1ccc(-c2ccccc2)cc1 | -1% | -1% | -1% | i | . | -2% | 4% | -2% | 11%
CNC(=O)c1c(NC(=O)c2ccc(S(=O)(=O)N3CCCCC3)cc2)sc2c1CCN(C(C)C)C2 | 4% | -4% | ? | i | 27% | 3% | ? | -2% | 4%
Cc1ccc(S(=O)(=O)c2c(C)nn(-c3ccccc3)c2OC(=O)c2ccc(Br)o2)cc1 | -1% | -1% | 5% | i | 5% | 6% | 0% | -2% | 6%
CCCOc1ccc(CNC(=O)Cn2ncn3c(cc4sc(CC)cc43)c2=O)cc1 | . | . | -1% | . | -12% | 3% | 6% | -21% | 22%
CCOC(=O)N1CCN(C(C(=O)NC2CCCC2)c2cccc(OC)c2OC)CC1 (stereo unspecified) | 4% | . | -3% | i | 13% | -5% | 5% | i | 10%
N#CC(C#N)=C1C(=O)N(CCN2CCOCC2)c2ccccc21 | 4% | 2% | 0% | i | -2% | -6% | 8% | -7% | -10%
CCc1nnc(NC(=O)C2CCCCN2S(=O)(=O)c2ccccc2)s1 (stereo unspecified) | -7% | -7% | 6%[0.307 µM] | i | 9% | 14% | 6%[0.307 µM] | i | 9%
COc1ccc(CNCCC2(Cc3ccccc3)CC(C)N(C)CC2C)cc1OC (stereo unspecified) | 1% | 3% | -5% | i | -13% | -5% | ? | -94%[inhibitor] | 6%
O=C(Nc1ccc(O)c(C(=O)O)c1)Oc1ccccc1 | -5% | -2% | 22% | i | -17% | 1% | 7% | i | -9%
CCCCOC(=O)c1cc(=O)[nH]c2ccc(C)cc12 | 6% | -2% | -7% | i | -10% | 9% | 58%[activator] | i | ?
CCCOC(=O)CSc1nnc(-c2ccccc2)o1 | 7% | . | -8% | . | -16% | -15% | 13% | ? | 16%
CCOC(CNC(=O)C(=O)Nc1cc2c3c(c1)CCC(=O)N3CCC2)OCC | -5% | 1% | 1% | i | 36% | -6% | 57%[activator] | ? | -20%
CC(NC(=O)/C(=C/c1cccc([N+](=O)[O-])c1)NC(=O)c1ccco1)C(=O)O (stereo unspecified) | -3% | 1% | -5% | i | . | -2% | -6% | -6% | 2%
COc1cccc(OC)c1C(=O)Nc1cccc(S(=O)(=O)Nc2ccccc2Cl)c1 | 3% | 2% | 0% | i | 20% | 1% | ? | -33%[inhibitor] | 17%
CCOC(=O)[C@H]1[C@H]2COc3ccc(C)cc3[C@@H]2N2C(=O)c3cc(F)ccc3NC(=O)[C@@]12C | 9% | 0% | -15% | i | 22% | 15% | ? | i | 23%
Cc1ccc([N+](=O)[O-])c(OCC(O)CNC(C)(C)C)c1 (stereo unspecified) | -8% | 2% | 0% | i | -5% | 3% | -27% | i | 6%
O=C(c1cccs1)N1C[C@H](n2cc(C3CC3)nn2)[C@@H](O)C[C@@H]1c1ccccc1 | 2% | . | -8% | i | 3% | 2% | -2% | -13% | 23%
CCN(CC(=O)NCc1cccs1)S(=O)(=O)c1cccc(C(C)=O)c1 | -6% | -1% | 27% | i | 14% | 5% | -18% | -19% | 2%
CCN1CCc2c(C#N)c(NCc3ccccc3)nc(N(CC)CC)c2C1 | 7% | -2% | ? | i | 15% | 15% | ? | 0%[57.5 µM] | 12%
CN(C)S(=O)(=O)c1cc(NC(=O)CN2CCN(c3ccccc3)CC2)ccc1Cl | 5% | 0% | -1% | i | -1% | 2% | ? | -12% | 15%
COc1cccc(-c2cc(=O)c3cc(NC(=O)c4ccc(Cl)cc4)ccc3[nH]2)c1 | -8% | 1% | -38% | i | -8% | -13% | ? | i | -1%
COc1cnc(SCc2c(Cl)cccc2Cl)nc1Cl | 2% | -1% | 2% | i | 5% | 12% | 1% | i | 15%
Cc1ccc2cc(C#N)c(N3CCN(C)CC3)nc2c1 | ? | 0% | 14% | i | 26% | -5% | -17% | -3%[57.5 µM] | 6%
O=C(CN1C2CCCC1CC(NC(=O)c1ccco1)C2)Nc1ccccc1 (stereo unspecified) | -1% | 0% | -5% | i | -20% | 15% | ? | i | 24%
Cc1nn(Cc2ccccc2Cl)c2sc(C(=O)NCCCn3ccnc3)cc12 | 0% | 3% | 3% | i | 21% | 7% | ? | -21% | 4%
COC(=O)C(C)Sc1ncnc2c1c(-c1ccccc1)cn2-c1ccc(OC)cc1 (stereo unspecified) | -1% | -4% | 19% | i | 22% | -4% | ? | i | 21%
COc1ccc(C)cc1NC(=O)c1c(C)oc2ncn(CC(C)C)c(=O)c12 | . | . | 4% | . | ? | -18% | -3% | -14% | 16µM*
CC(=O)Nc1ccc(S(=O)(=O)N2CCN(C3CCCCCCC3)CC2)cc1 | -5% | -1% | -21% | i | 1% | -4% | 1% | i | -16%
C=CCSC1=N/C(=C\c2cc(OC)c3c(c2)OCO3)C(=O)S1 | 19% | 2% | -17% | . | 8% | 4% | -28% | i | 0%
Cc1ccc(C(=O)NCCN2CCOCC2)cc1 | -6% | 1% | 1% | i | -23% | 6% | 2% | i | -5%
COc1cccc(-c2nc3n(n2)C(c2ccc4c(c2)OCO4)C(C(N)=O)=C(C)N3)c1 (stereo unspecified) | -2% | 2% | 7% | i | -3% | 14% | 85%[activator] | -13% | 5%
COc1cccc2c1Oc1ncccc1N(C(=O)CCC(=O)NC(C)C)C2 | . | . | 2% | . | -1% | 2% | 5% | 11% | 10%
Cc1ccc(NC(=O)CSCC(=O)N2CCN(Cc3ccc4c(c3)OCO4)CC2)cc1 | 4% | -1% | 4% | i | . | 3% | -22% | -15% | 12%
CN(C)/C=N/c1cc(=O)[nH]c(=O)n1C | 1% | -1% | 3% | i | -9% | -6% | 23% | i | 14%
O=C(NC(=S)Nc1ccc(Oc2ccc(Cl)cc2)cc1)c1ccccc1 | -10% | 0% | ? | i | -9% | 15% | 13µM* | -18%[57.5 µM] | 10%
CCc1nn(CC(=O)N2CCN(c3cccc(C)c3C)CC2)c(=O)c2cc3sccc3n12 | . | . | -4% | . | 13% | -21% | -4% | 9% | -13%
CCOC(=O)C1=C(C)N=C2c3ccccc3C(=O)C2C1c1ccc(Cl)cc1 (stereo unspecified) | -13% | -2% | ? | . | 30% | -2% | ? | -19%[57.5 µM] | -20%
CCn1c(SCC(=O)N/N=C/C=C/c2ccco2)nc2ccccc21 | -3% | 2% | -3% | i | 10% | -3% | 6% | -20% | -5%
COc1ccc(NC(=O)C2c3ccccc3OCC(=O)N2CC(F)(F)F)cc1 (stereo unspecified) | 5% | . | 4% | i | 2% | -15% | 10% | 27% | 20%
CCOc1cccc2sc(Cl)nc12 | -2% | 2% | -3% | i | 17% | -11% | 5% | i | -22%[9.22 µM]
Cc1ccc(NC2=C(Cl)C(=O)OC2OC(=O)c2ccccc2)c(C)c1 (stereo unspecified) | 23% | 0% | -7%[7.66 µM] | i | 10% | 2% | 0%[7.66 µM] | -9% | 23%[9.22 µM]
Cc1ccc(OCCSc2cc(C)nc(N)n2)cc1 | 6% | 0% | -4% | i | 1% | -12% | 11% | -49%[inhibitor][57.5 µM] | -6%
O=C(NCc1ccc(Cl)cc1)c1cc(S(=O)(=O)N2CCCCC2)c[nH]1 | -1% | -9% | 1%&-7% | i | -7%&44% | 4%&1% | ? | -92%&-33%[inhibitor] | 4%&22%
Cn1cncc1C#Cc1ccc2cc(CCCO)oc(=O)c2c1 | -8% | -1% | ? | i | -17% | 0% | 28% | -23% | 6%
COC(=O)C1=C(C)NC(=O)C1(NC(=O)c1ccc(Cl)cc1)C(F)(F)F (stereo unspecified) | . | . | -7% | . | -2% | 2% | -3% | i | 21%
CN(C)/C=C1\C=C2C(=O)c3ccccc3N2C1=O | -18% | -10% | 207%[activator] | i | -5% | -6% | -6% | -23% | 0%
O=C(Nc1ccc(N2CCOCC2)cc1N1CCOCC1)c1ccc(F)cc1 | 0% | 1% | -9% | i | 14% | 21% | 56%[activator] | i | ?

This is a subset; count on the stated rates, not on these rows.
